High-throughput results: PubChem, The Scripps Research Institute Molecular Screening Center
PKA-R2B activ: PKA-R2B complex activation. PKA-R2B holoenzyme dissociation, Cy5-IP20 fluorescence polarization; R2B truncated from residue 108, S112A mutant; 0% DMSO only, 100% 113 µM cGMP. activation, % at 11.4 µM. 340,000 tested, 0.079% active. AID 504700;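 active = activation above a cutoff set at the mean over all compounds plus 3 SD, cut at about 18% in these data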;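 also: higher means more holoenzyme dissociation and a rise in polarization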
Target sequence (P31323 whole entry, looked up, other chains not shown, the tested form may be a part): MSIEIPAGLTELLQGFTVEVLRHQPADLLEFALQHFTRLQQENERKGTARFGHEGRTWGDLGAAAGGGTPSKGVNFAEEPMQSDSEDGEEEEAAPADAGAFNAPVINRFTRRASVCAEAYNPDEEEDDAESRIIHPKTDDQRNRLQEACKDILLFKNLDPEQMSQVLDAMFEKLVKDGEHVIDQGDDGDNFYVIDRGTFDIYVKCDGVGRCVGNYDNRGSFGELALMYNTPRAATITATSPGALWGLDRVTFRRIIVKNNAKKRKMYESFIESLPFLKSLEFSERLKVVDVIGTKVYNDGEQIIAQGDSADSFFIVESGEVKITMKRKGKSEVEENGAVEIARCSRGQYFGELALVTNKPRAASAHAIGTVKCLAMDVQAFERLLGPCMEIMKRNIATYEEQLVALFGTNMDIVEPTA
DAGLB inhibitor: blocks human DAGLB lipase activity; HEK293T DAGLB membrane lysate, EnzChek fluorogenic substrate; inhibition, % at 5.17 µM; Q8NCG7; 340,000 tested, 0.059% active; in the data active = inhibition above about 34%;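 also: 0% = enzyme with vehicle and 100% = wells lacking enzyme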
Target sequence (Q8NCG7 whole entry, looked up): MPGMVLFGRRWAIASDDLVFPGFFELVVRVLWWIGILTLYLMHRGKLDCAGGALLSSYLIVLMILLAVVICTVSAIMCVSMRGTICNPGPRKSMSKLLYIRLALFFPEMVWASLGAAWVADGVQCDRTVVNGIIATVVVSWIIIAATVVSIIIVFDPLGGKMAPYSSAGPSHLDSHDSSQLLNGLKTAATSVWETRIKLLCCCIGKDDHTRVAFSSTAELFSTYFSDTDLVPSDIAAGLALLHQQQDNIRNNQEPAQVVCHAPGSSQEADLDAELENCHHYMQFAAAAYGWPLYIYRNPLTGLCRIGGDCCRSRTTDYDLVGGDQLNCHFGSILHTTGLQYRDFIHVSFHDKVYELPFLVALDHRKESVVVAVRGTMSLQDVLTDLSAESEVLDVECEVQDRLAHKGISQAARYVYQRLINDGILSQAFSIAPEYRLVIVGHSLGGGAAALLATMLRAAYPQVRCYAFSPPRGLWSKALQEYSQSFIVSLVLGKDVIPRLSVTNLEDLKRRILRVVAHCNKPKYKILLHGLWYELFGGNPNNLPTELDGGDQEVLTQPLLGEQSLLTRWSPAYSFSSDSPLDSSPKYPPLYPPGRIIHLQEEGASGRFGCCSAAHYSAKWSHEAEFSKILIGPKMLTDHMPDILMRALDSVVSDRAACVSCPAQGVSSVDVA
The depositor's hits bear a star. These rows are one share of the data. The share of hits here may be higher or lower than overall.

`COc1cc(N(C(C)=O)c2ccc(O)c(C(=O)O)c2)c2ncccc2c1` gave PKA-R2B activ -9.1 and DAGLB inhibitor -2.0.
`C[C@H](O)CNC(=O)c1[nH]cnc1C(=O)N[C@@H](C)c1ccccc1` gave PKA-R2B activ 3.0 and DAGLB inhibitor 0.6.
Screening NNC(=O)Cc1cc(=O)[nH][nH]1 returned PKA-R2B activ -0.5 and DAGLB inhibitor -3.5.
`Nc1ccn([C@@H]2O[C@H](CNCc3ccc(-c4cc(C(F)(F)F)ccc4Cl)o3)[C@@H](O)[C@H]2O)c(=O)n1` gave PKA-R2B activ -8.7 and DAGLB inhibitor 1.6.
For O=C1C(N2CCOCC2)=Cc2cccc3cccc1c23 the results were PKA-R2B activ -7.8 and DAGLB inhibitor -2.2.
`CC(=O)C1=C(O)C(=CC=Cc2ccccc2)OC1=O` gave PKA-R2B activ -6.6 and DAGLB inhibitor 9.7.
For CCC(=O)N(C)C[C@H]1Oc2ncc(C#Cc3cccnc3)cc2C(=O)N([C@@H](C)CO)C[C@@H]1C the results were PKA-R2B activ 2.8 and DAGLB inhibitor -2.9.
Screening COC(=O)c1ccccc1NN=Nc1ccccc1[N+](=O)[O-] returned PKA-R2B activ 4.0 and DAGLB inhibitor -6.1.
O=c1ccn2c(n1)SC(c1ccccc1)C2 (centres undefined) was read as PKA-R2B activ -2.7 and DAGLB inhibitor 2.8.
For CC1(C)CC(=O)C=C(C(=O)N2CCCC(C(=O)c3cc(F)ccc3F)C2)O1 (centres undefined) the results were PKA-R2B activ -4.2 and DAGLB inhibitor -2.8.
CN(C)C(CNC(=O)c1cccc(S(=O)(=O)N2CCc3ccccc3C2)c1)c1ccccc1 (centres undefined) was read as PKA-R2B activ -4.4 and DAGLB inhibitor -1.0.
`CCCCC(=O)NC(c1ccc(OC)cc1)c1ccc2cccnc2c1O` (centres undefined) gave PKA-R2B activ -5.1 and DAGLB inhibitor 10.3.
`CCOc1ccc(CN(C)C(=O)c2cccc(S(=O)(=O)Nc3ccccc3OC)c2)cc1OC` gave PKA-R2B activ 1.3 and DAGLB inhibitor 3.4.
Screening CCCn1c(=S)[nH]c2cc(C(=O)N3CCN(C)CC3)ccc2c1=O returned PKA-R2B activ 1.1 and DAGLB inhibitor 0.6.
`CNC(=O)C[C@H]1C(=O)N(CCc2ccccc2)C[C@@H]1Cc1ccccc1` gave PKA-R2B activ 0.8 and DAGLB inhibitor -0.5.
C[C@H](CO)N1C[C@H](C)[C@H](CN(C)S(=O)(=O)c2cccc(F)c2)Oc2ncc(-c3cccc(C(=O)N(C)C)c3)cc2C1=O was read as PKA-R2B activ 3.5 and DAGLB inhibitor -3.9.
Screening COc1ccc(-c2ccc(CN3C(C(C)C)C(=O)N(Cc4cn(CCC5OCCCO5)nn4)CCS3(=O)=O)cc2)cc1OC (centres undefined) returned PKA-R2B activ 9.7 and DAGLB inhibitor 2.1.
Screening O=C(O)c1ccccc1-c1ccccc1C(=O)Nc1ccc2c(c1)C(O)c1ccccc1-2 (centres undefined) returned PKA-R2B activ -4.4 and DAGLB inhibitor 2.8.
`COc1ccc([C@H]2C[C@H](n3cc(C4CC4)nn3)[C@@H](O)CN2CC2CCCCC2)cc1` gave PKA-R2B activ 6.7 and DAGLB inhibitor -2.6.
Screening C[C@@H]1CN([C@H](C)CO)C(=O)c2cc(C3=CCCCC3)cnc2O[C@@H]1CN(C)Cc1ccccc1C(=O)O returned PKA-R2B activ 2.0 and DAGLB inhibitor -2.7.
`CC(NC(=O)C(=O)c1cn(CC(=O)N2CCCC2)c2ccccc12)c1ccccc1` (centres undefined) gave PKA-R2B activ -9.3 and DAGLB inhibitor -2.1.
Screening Cc1ccc([C@H]2C[C@H](n3cc(COC(=O)c4ccccc4)nn3)[C@@H](O)CN2C(=O)C2CCCCC2)cc1 returned PKA-R2B activ -5.0 and DAGLB inhibitor -2.6.
`COCCN(C(=S)Nc1ccc(OC)c(Cl)c1)C1CCN(C(C)=O)CC1` gave PKA-R2B activ 5.6 and DAGLB inhibitor -1.4.
For O=C(NCCc1ccccc1)c1ccc(S(=O)(=O)N2CCCCC2)cc1 the results were PKA-R2B activ -1.0 and DAGLB inhibitor -0.3.
C/C=C/c1cnc2c(c1)C(=O)N([C@H](C)CO)C[C@H](C)[C@@H](CN(C)C(=O)CN1CCOCC1)O2 was read as PKA-R2B activ 9.8 and DAGLB inhibitor -1.8.
`Cc1cccc(NC(=O)CN(C)C(=O)Cc2ccc(-c3ccccc3)cc2)c1C` gave PKA-R2B activ 0.5 and DAGLB inhibitor 2.2.
Cc1nn(C)c(C)c1/C=C(\C#N)S(=O)(=O)c1ccc(F)cc1 was read as PKA-R2B activ 3.6 and DAGLB inhibitor -2.6.
O=C(Nc1cccc(-c2cccc(Cl)c2)c1)C1CCN(Cc2nccs2)CC1 was read as PKA-R2B activ 0.1 and DAGLB inhibitor -3.1.
Screening Cc1ccc(C(=O)OCC(=O)N2CCC(C)CC2)cc1S(=O)(=O)N1CCOCC1 returned PKA-R2B activ -14.0 and DAGLB inhibitor 2.2.
Screening O=C1[C@H]2[C@@H](c3ccccc3)N[C@]3(CCCN(Cc4ccc(Cl)cc4)C3=O)[C@H]2C(=O)N1Cc1ccccc1 returned PKA-R2B activ 0.3 and DAGLB inhibitor -3.9.
Cc1ccc(N2CC(C(=O)Nc3cccc(S(=O)(=O)N4CCOCC4)c3)CC2=O)cc1 (centres undefined) was read as PKA-R2B activ 8.9 and DAGLB inhibitor 1.6.
Cc1ccc(S(=O)(=O)N2C[C@@H](C)[C@]3(C2)[C@H](O)[C@H](OC(=O)NCc2ccco2)C[C@H]2C(=O)N(c4ccccc4)C(=O)[C@H]23)cc1 was read as PKA-R2B activ -0.8 and DAGLB inhibitor -0.5.
COc1cc2c(cc1OC)CN(C(=O)c1cc(COc3ccccc3SC)on1)CC2 was read as PKA-R2B activ -0.6 and DAGLB inhibitor -1.8.
Screening O=C(O)Cc1ccc(NC(=O)c2ccc3c(c2)C(=O)N(Cc2ccccc2)C3=O)cc1 returned PKA-R2B activ -7.9 and DAGLB inhibitor -0.7.
O=C(NCc1ccccc1Cl)C1CCN(C(=O)c2ccc(F)cc2)CC1 was read as PKA-R2B activ 0.4 and DAGLB inhibitor 0.5.
Screening CCCCN1C(=O)C(CC(=O)NC2CC2)CC(C(=O)N(CC)CC)=C1C (centres undefined) returned PKA-R2B activ -3.4 and DAGLB inhibitor -1.6.
For COC(=O)c1ccccc1NC(=O)CSc1nc2ccsc2c(=O)n1CCCCC(=O)O the results were PKA-R2B activ -10.9 and DAGLB inhibitor -1.5.
Screening COc1ccc([C@H]2C[C@@H](O)[C@H](n3cc(C4CC4)nn3)CN2Cc2cccs2)cc1 returned PKA-R2B activ 7.7 and DAGLB inhibitor -2.5.
Screening Cc1ccc2nc3n(c(=O)c2c1)-c1ncccc1C(=O)NC3Cc1ccc(O)cc1 (centres undefined) returned PKA-R2B activ 3.2 and DAGLB inhibitor -2.1.
`Cc1cc(=O)n2nc(N3CCCC(C(=O)NCCCN4C(C)CCCC4C)C3)sc2n1` (centres undefined) gave PKA-R2B activ 7.9 and DAGLB inhibitor 2.7.
Screening CCOc1cc(/C=N/NC(=O)c2c(C)nc3ccc(Cl)cn23)ccc1O returned PKA-R2B activ -2.0 and DAGLB inhibitor -3.3.
`C[C@H](CO)N1C[C@H](C)[C@@H](CN(C)C(=O)OCc2ccccc2)OCc2cn(nn2)CCCC1=O` gave PKA-R2B activ -1.3 and DAGLB inhibitor -1.4.
Screening Cc1cccc(N=Cc2ccccc2O)c1C returned PKA-R2B activ 10.8 and DAGLB inhibitor -6.7.
Screening CC(C)NC(=O)N(C)C[C@H]1Oc2ncc(Br)cc2C(=O)N([C@H](C)CO)C[C@@H]1C returned PKA-R2B activ 6.4 and DAGLB inhibitor -1.7.
`CCc1ccc(-c2ccc(SCC(=O)NC3CCCC3)nn2)cc1` gave PKA-R2B activ -6.1 and DAGLB inhibitor -1.7.
`Cc1ccc(CN2CC(C(=O)Nc3nc(C)cs3)CC2=O)cc1` (centres undefined) gave PKA-R2B activ 10.7 and DAGLB inhibitor -0.4.
CC1CCN(C(=O)c2ccc3c(c2)C(=O)c2ccccc2-3)CC1 was read as PKA-R2B activ 3.8 and DAGLB inhibitor -3.4.
Cc1ccc(S(=O)(=O)N(C)CC(=O)N(C)Cc2cccs2)cc1 was read as PKA-R2B activ 9.6 and DAGLB inhibitor 1.4.
Screening C[C@H]1CN([C@@H](C)CO)C(=O)CCCn2nncc2CO[C@H]1CN(C)S(=O)(=O)c1cccc(C#N)c1 returned PKA-R2B activ -2.9 and DAGLB inhibitor -1.2.
`Cc1n[nH]c2ccc(Br)cc2c1=O` gave PKA-R2B activ -2.9 and DAGLB inhibitor -9.8.
For NC(=O)CSc1nnc(-c2cccc(S(=O)(=O)N3CCOCC3)c2)o1 the results were PKA-R2B activ -15.6 and DAGLB inhibitor -1.1.
`CCN(CC(=O)Nc1c(F)cccc1F)C(=O)c1c(-c2ccccc2Cl)noc1C` gave PKA-R2B activ 2.6 and DAGLB inhibitor -3.2.
Screening C=CCn1c2ccccc2c2nnc(SCC(=O)OC)nc21 returned PKA-R2B activ -8.0 and DAGLB inhibitor 1.9.
Screening COc1ccc([C@H]2C[C@H](O)[C@@H](n3cc(-c4ccc(F)cc4)nn3)CN2C(=O)C2CCCCC2)cc1 returned PKA-R2B activ 2.2 and DAGLB inhibitor -2.0.
C[C@H](O)CNC(=O)c1[nH]cnc1C(=O)Nc1cccc(Cl)c1 was read as PKA-R2B activ -18.8 and DAGLB inhibitor -1.7.
For C[C@@H]1CN([C@@H](C)CO)C(=O)CCCn2cc(nn2)CO[C@H]1CN(C)S(=O)(=O)c1ccccc1 the results were PKA-R2B activ -2.8 and DAGLB inhibitor 0.2.
For COc1ccc(NC(=O)C[C@@H]2C(=O)N(c3ccc(OC)cc3)CC2(C)C)cc1 the results were PKA-R2B activ 7.0 and DAGLB inhibitor -1.8.
CN(Cc1ccccc1)C(=O)CN1C(=O)NC2(CCCc3sccc32)C1=O (centres undefined) was read as PKA-R2B activ -3.9 and DAGLB inhibitor 0.7.
For C[C@@H]1CN([C@H](C)CO)C(=O)CCCn2nncc2CO[C@H]1CN(C)C(=O)c1ccc2ccn(C)c2c1 the results were PKA-R2B activ -1.1 and DAGLB inhibitor -1.0.
Screening CCOC(=O)/C=C/C(=O)Nc1ccc(S(=O)(=O)Nc2cc(OC)nc(OC)n2)cc1 returned PKA-R2B activ 7.1 and DAGLB inhibitor 0.2.
Screening C[C@H]1CN([C@@H](C)CO)C(=O)CCCn2nncc2CO[C@@H]1CN(C)Cc1ccccc1C(F)(F)F returned PKA-R2B activ -1.0 and DAGLB inhibitor 0.0.
For Cc1cn([C@H]2C[C@H](O)[C@@H](CNC(=O)[C@@H]3C[C@H](F)CN3)O2)c(=O)[nH]c1=O the results were PKA-R2B activ -6.9 and DAGLB inhibitor 0.3.
Cc1ccsc1C(=O)OCC(=O)NC1CCCCC1 was read as PKA-R2B activ -3.3 and DAGLB inhibitor -1.9.
`CCN(CC)c1nc(C=Cc2ccc(N(C)C)cc2)c2nccnc2n1` gave PKA-R2B activ -6.5 and DAGLB inhibitor -46.3.
C[C@@H]1CN([C@H](C)CO)C(=O)CCCn2cc(nn2)CO[C@H]1CN(C)C(=O)Nc1cccc(Oc2ccccn2)c1 was read as PKA-R2B activ 0.2 and DAGLB inhibitor -0.7.
For O=C(Nc1nccs1)c1cnc2sccn2c1=O the results were PKA-R2B activ -0.1 and DAGLB inhibitor -0.6.
Cc1cccnc1NC(=O)Nc1cccc(F)c1 was read as PKA-R2B activ -11.3 and DAGLB inhibitor -3.4.
C1=CCN(c2nc(N3CCOCC3)nc(N3CCCc4ccccc43)n2)CC1 was read as PKA-R2B activ 8.1 and DAGLB inhibitor -16.7.
Screening COC(=O)c1c(C)[nH]c(C(=O)OC(C)C(=O)NC2CCCCC2C)c1C (centres undefined) returned PKA-R2B activ -1.5 and DAGLB inhibitor -4.5.
For COc1ccccc1OCC(=O)N1CCCCCC1 the results were PKA-R2B activ 6.1 and DAGLB inhibitor -0.6.
COc1ccc(NC(=S)N(CCc2ccncc2)C(C)C)cc1Cl was read as PKA-R2B activ 3.9 and DAGLB inhibitor -2.2.
`CC(C)Oc1ccc(C(=O)N2CCC(CCC(=O)NC3CC3)CC2)cc1` gave PKA-R2B activ -12.8 and DAGLB inhibitor -3.0.
CNC(=O)C[C@H]1C(=O)N(C2CCCCC2)C[C@@H]1c1ccc(Br)cc1 was read as PKA-R2B activ 0.0 and DAGLB inhibitor -1.1.
CN(Cc1cnn(-c2ccccc2)c1)C(=O)c1cccc(S(=O)(=O)Nc2ccccc2F)c1 was read as PKA-R2B activ 4.9 and DAGLB inhibitor 2.2.
`COc1ccc(N/C(N)=N/c2nc(C)cc(C)n2)cc1` gave PKA-R2B activ -7.0 and DAGLB inhibitor -4.2.
`COc1ccc(C(=O)N(C)C(C)c2nccs2)cc1OC1CCN(C(C)=O)CC1` (centres undefined) gave PKA-R2B activ 4.6 and DAGLB inhibitor -0.3.

Fetched by structure from above (6):
Cc1cccnc1NC(=O)Nc1cccc(F)c1 was read as PKA-R2B activ -11.3 and DAGLB inhibitor -3.4.
CN(Cc1cnn(-c2ccccc2)c1)C(=O)c1cccc(S(=O)(=O)Nc2ccccc2F)c1 was read as PKA-R2B activ 4.9 and DAGLB inhibitor 2.2.
For COc1ccccc1OCC(=O)N1CCCCCC1 the results were PKA-R2B activ 6.1 and DAGLB inhibitor -0.6.
`CC(C)Oc1ccc(C(=O)N2CCC(CCC(=O)NC3CC3)CC2)cc1` gave PKA-R2B activ -12.8 and DAGLB inhibitor -3.0.
C1=CCN(c2nc(N3CCOCC3)nc(N3CCCc4ccccc43)n2)CC1 was read as PKA-R2B activ 8.1 and DAGLB inhibitor -16.7.
Screening COC(=O)c1c(C)[nH]c(C(=O)OC(C)C(=O)NC2CCCCC2C)c1C (centres undefined) returned PKA-R2B activ -1.5 and DAGLB inhibitor -4.5.
